High-throughput results from PubChem.
PAD4 inh = PAD4 (human) enzyme inhibition; Q9UM07; 330,000 tested, 0.41% active; inhibition, % at 6.36 µM; recombinant PAD4, RCA probe fluorescence polarization;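 active = percent inhibition above a cutoff equal to the mean of all tested compounds plus 3 SD, cut at about 15% in these data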;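 note: 0% = PAD4 with RCA probe and DMSO and 100% = probe without PAD4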
Fam108B counter = counter-screen for RBBP9 inhibitors: inhibitors of mouse Fam108B. recombinant Fam108B, FP-Rh probe fluorescence polarization. inhibition, % at 9.51 µM. 300,000 tested, 0.33% active. AID 1947;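 active = inhibition above the screen mean inhibition plus 3 SD, computed separately per campaign, cut at about 18% in these data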;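 note: inhibitors lower polarization as less probe binds the enzyme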
GSTO1 counter = blocks human GSTO1 in RBBP9 counter-screen. recombinant GSTO1, activity-based probe fluorescence polarization. P78417. AID 1974. inhibition, % at 5.96 µM. 300,000 tested, 1.1% active;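 active = inhibition above the campaign mean inhibition plus 3 SD, cut at about 35% in these data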;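 note: 0% = GSTO1-1 with DMSO and 100% = wells lacking GSTO1-1 enzyme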
Target sequence (P78417 whole entry, looked up): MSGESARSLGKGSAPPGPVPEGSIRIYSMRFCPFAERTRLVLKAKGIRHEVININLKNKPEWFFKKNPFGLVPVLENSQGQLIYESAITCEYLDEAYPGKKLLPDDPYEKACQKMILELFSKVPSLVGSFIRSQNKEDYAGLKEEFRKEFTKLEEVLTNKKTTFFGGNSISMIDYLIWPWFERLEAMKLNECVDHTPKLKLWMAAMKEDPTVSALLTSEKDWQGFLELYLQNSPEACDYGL
PME-1 inh = blocks human protein phosphatase methylesterase 1 | AID 2130 | 320,000 tested, 0.53% active | recombinant PME-1, FP-Rh probe fluorescence polarization | inhibition, % at 5.9 µM | Q9Y570;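 active = inhibition above the campaign mean of all compounds plus 3 SD, cut at about 26% in these data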;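 note: competitive labeling of PME-1 active site by serine hydrolase directed probe; 0% = PME-1 with DMSO and 100% = wells lacking PME-1 enzyme; inhibitors block probe labeling so polarization falls and inhibition rises; many of its hits are not listed in these tables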
Target sequence (Q9Y570 whole entry, looked up): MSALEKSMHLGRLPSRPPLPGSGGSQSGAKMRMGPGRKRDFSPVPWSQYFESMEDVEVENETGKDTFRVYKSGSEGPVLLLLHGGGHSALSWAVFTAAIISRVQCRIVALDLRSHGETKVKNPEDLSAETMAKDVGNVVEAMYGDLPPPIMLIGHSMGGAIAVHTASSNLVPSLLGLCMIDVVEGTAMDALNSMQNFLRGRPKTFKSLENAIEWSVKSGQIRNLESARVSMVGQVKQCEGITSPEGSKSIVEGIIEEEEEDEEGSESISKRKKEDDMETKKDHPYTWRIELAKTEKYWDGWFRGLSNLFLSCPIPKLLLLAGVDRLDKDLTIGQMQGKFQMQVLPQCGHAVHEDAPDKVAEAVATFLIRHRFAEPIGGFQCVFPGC
Bcl-xL primary = blocks human Bcl-xL binding to Bim BH3 peptide; GST-Bcl-xL / FITC-Bim BH3 peptide fluorescence polarization; inhibition, % at 10.9 µM; 320,000 tested, 0.7% active;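 active = inhibition above the mean of all tested compounds plus 3 SD, cutoff set per campaign, cut at about 30% in these data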;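 note: 0% = DMSO wells and 100% = unlabeled Bim-BH3 peptide competitor; inhibitors lower millipolarization by displacing the labeled peptide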
GLD-1 TGE inh = GLD-1-TGE RNA interaction inhibition (C. elegans); purified GLD-1 + fluorescein TGE RNA, fluorescence polarization; Q17339; 320,000 tested, 0.44% active; inhibition, % at 5.96 µM; AID 2280;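 active = percent inhibition above a per-plate cutoff, the plate mean of test compounds plus 3 SD, cut at about 30% in these data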;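 note: 0% = DMSO wells with GLD-1 and probe and 100% = wells lacking GLD-1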
MCL1 BIM primary = inhibitors of human MCL1 binding to BIM-BH3 peptide; 320,000 tested, 0.68% active; GST-MCL1 / FITC-Bim-BH3 fluorescence polarization; AID 2057; inhibition, % at 10.9 µM;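 active = inhibition above the mean inhibition of all tested compounds plus 3 SD, set per campaign, cut at about 40% in these data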;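 note: 0% = DMSO wells and 100% = unlabeled Bim-BH3 peptide control; higher means more loss of mP so more displacement of Bim peptide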
Target sequence (Q07820 whole entry, looked up): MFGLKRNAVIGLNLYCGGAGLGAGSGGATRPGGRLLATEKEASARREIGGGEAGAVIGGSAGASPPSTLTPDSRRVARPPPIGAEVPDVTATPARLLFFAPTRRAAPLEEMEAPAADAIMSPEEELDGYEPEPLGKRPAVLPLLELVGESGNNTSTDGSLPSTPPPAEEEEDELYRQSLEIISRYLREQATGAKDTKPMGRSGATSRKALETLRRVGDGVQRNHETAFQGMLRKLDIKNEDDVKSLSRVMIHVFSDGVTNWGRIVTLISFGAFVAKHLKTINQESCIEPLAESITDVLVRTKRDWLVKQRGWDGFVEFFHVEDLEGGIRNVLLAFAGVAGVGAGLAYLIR
TPT1 inhibitor = blocks Candida albicans tRNA 2'-phosphotransferase; inhibition, % at 5 µM; 300,000 tested, 0.81% active; recombinant caTPT1, FP RNA substrate dephosphorylation;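 active = inhibition above the mean of all tested compounds plus 3 SD, set per screening campaign, cut at about 24% in these data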;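 note: plate controls were DMSO alone for no effect and ferristatin control at 100 nM for full effect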
MEX-5 binding = C. elegans MEX-5 TCR-2 RNA binding activity. Q9XUB2. activity score (negative = inhibition of binding), % at 10 µM. AID 1832. 300,000 tested, 0.38% active. MEX-5/FITC-TCR2 RNA binding, fluorescence polarization; stronger effect = lower value;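 active = inhibition past about -25% in most replicates, and total fluorescence under double the plate's negative control median, limit read from the data; inconclusive = replicates evenly split on the limit, or fluorescence at least double controls; inactive = too little inhibition in most replicates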;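 note: 0% = DMSO and -100% = 5 µM competing unlabeled TCR2 RNA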
Numbers without * were called inactive; ? = inconclusive; / = not tested or not shown. A portion of the library, so the mix of outcomes need not match the whole.

SMILES	PAD4 inh	Fam108B counter	GSTO1 counter	PME-1 inh	Bcl-xL primary	GLD-1 TGE inh	MCL1 BIM primary	TPT1 inhibitor	MEX-5 binding
Cc1cccc2cc(COC(=O)c3ccco3)c(=O)[nH]c12	-1	2	9	0	5	-2	5	2	2.4
O=C(O)C1=C[C@@H](C2CCCCC2)C[C@@H](OCc2ccc(CO)cc2)O1	7	-5	24	-6	7	0	9	-4	3.4
CN(C)c1ccc(C2CNC(c3ccc(Cl)c([N+](=O)[O-])c3)c3[nH]c4ccccc4c32)cc1 (configuration not stated)	3	10	5	8	-3	4	-4	4	-1.6
N#Cc1ccc(NC(=O)c2cccs2)nc1	-1	5	2	-2	1	3	1	-5	-1.3
CNC(=O)c1sc(=S)n(-c2ccc(OC)cc2)c1N	1	1	1	-4	1	11	4	-2	-1.3
Cc1nc(NC(=O)/C=C/c2ccccc2)sc1C(=O)N1CCCCC1	1	2	-21	-13	0	5	-7	1	0.4
COc1ccc(Cl)cc1S(=O)(=O)N1CCN(C(=O)c2ccco2)CC1	2	-1	-7	1	2	-3	3	-5	2.3
COc1cc(C(O)c2nc3ccccc3s2)cc(OC)c1OC (configuration not stated)	-3	1	2	6	0	-3	5	1	-0.1
Cc1ccc(OCC(=O)NNC(=O)CCC(=O)NCc2ccccc2)cc1	4	1	8	-4	3	-3	1	-2	1.3
COc1cc(/C(C)=N/NC(=O)C(O)(c2ccccc2)c2ccccc2)ccc1O	-2	1	-4	-7	4	7	6	-3	0.5
Cc1noc(C)c1COc1ccccc1C(=O)N(C)Cc1ccc(C(C)(C)C)cc1	-4	/	/	15	2	-1	3	/	/
C=CCc1ccc(OCc2ccc(C(=O)Nc3ccc(NC(C)=O)cc3)o2)c(OC)c1	1	-2	-7	-6	3	-5	-3	3	1.9
CC1CN(C(=O)c2cc(S(=O)(=O)N3CCN(c4ccccc4)CC3)ccc2Cl)CC(C)O1 (configuration not stated)	1	2	6	1	5	4	4	0	-1.9
O=c1[nH]cc(COCC(F)CCl)c(=O)[nH]1 (configuration not stated)	-2	-4	3	-1	6	-4	0	-2	0.7
CCC(C)CCN1C(Nc2ccccc2)=NC[C@@H]1CC(C)C (some centres not stated)	-2	1	2	2	1	1	2	-1	-1.5
Cn1c2c(c(=O)n(C)c1=O)NC1(N2)C(=O)Nc2ccccc21 (configuration not stated)	-5	5	5	-12	17	15	12	-5	-18
CCCCCC(=O)Nc1cccc(S(=O)(=O)NC2=NCCCCC2)c1	1	/	/	-2	-10	0	-16	/	/
COc1ccc2c(C)c(CCC(=O)NC3CC3)c(=O)oc2c1	-8	1	1	5	-1	-1	0	-5	-1.4
CSc1cccc(Nc2ccc(S(=O)(=O)N3CCOCC3)cc2[N+](=O)[O-])c1	-1	/	/	14	0	1	2	/	/
CCOC(=O)c1c(S(=O)(=O)N2CCN(c3ccc(F)cc3)CC2)c(C)n(C)c1C	0	-1	-3	-1	4	0	-4	-2	-1.3
COc1cc(NC(=O)C2=C(N3CCOCC3)/C(=C\c3ccc(Cl)cc3Cl)CC2)cc(OC)c1OC	0	-1	-4	4	8	-3	1	-1	-0.4
CC(=O)NCc1cc(-c2ccc(Cl)cc2)no1	0	-1	8	-4	7	6	7	-5	0.0
Cc1c(Cl)cccc1N1C(=O)CC(NNC(=O)c2cccs2)C1=O (configuration not stated)	-7	5	11	-3	1	-9	1	1	0.3
Cc1ccc(S(=O)(=O)NC(C)C(=O)Nc2ccc3c(c2)OCO3)cc1 (configuration not stated)	-1	1	6	-8	5	5	11	4	1.6
Cc1ccc(N=C2C(=O)Nc3c(C)cccc32)cc1	-1	0	-2	-3	4	-1	1	-5	-1.5
O=C(CSc1ccccn1)Nc1ccc2[nH]c(=O)[nH]c2c1	1	/	/	6	5	-6	-1	/	/
C=CCN(C(=O)c1csnn1)C(C(=O)NC1CCCC1)c1cccs1 (configuration not stated)	-2	-1	2	1	5	-10	8	-3	-0.8
COc1ccc(/C=C/C(=O)N2CCNC(=O)C2)c(OC)c1	-1	0	-5	-5	2	-4	-5	3	0.0
O=C(CC1C(=O)NCCN1C(=O)Nc1ccc(F)cc1F)Nc1ccc(F)cc1 (configuration not stated)	1	0	-1	5	6	3	-2	1	-0.6
Cc1ccc(S(=O)(=O)Nc2cc(C)c(O)c(S(=O)(=O)c3ccc(C)cc3)c2)cc1	4	-1	11	-4	6	11	2	-2	0.8
CCOc1ccc(CCNC(=O)CCc2nnc3ccc(N4CCOCC4)nn23)cc1OCC	0	4	4	-1	1	4	3	-2	2.2
Cn1nc([N+](=O)[O-])nc1Oc1ccccc1C(=O)N1CCOCC1	1	2	4	4	3	1	-2	-2	1.1
COCCCn1c(=O)/c(=C\c2cccc(OC)c2OC)s/c1=C(/C#N)C(=O)Nc1ccc(C(=O)O)cc1	-4	-7	-18	-14	-22	-32	-25	62*	?
O=C(C1CC(=O)N(c2ccc3c(c2)OCCO3)C1)N1CCN(Cc2ccccc2)CC1 (configuration not stated)	1	/	/	3	2	3	-2	/	/
CCN(CC)CCOC(=O)c1ccc(N/C=C(/C#N)c2nc(-c3ccc(OC)cc3)cs2)cc1	0	-2	-12	-8	-49	-3	-28	6	/
O=C(NC1CCOc2ccccc21)c1ccc(=O)[nH]c1 (configuration not stated)	1	0	7	4	2	5	1	0	-0.6
COC(=O)c1cc(OC(=O)c2ccc(=O)[nH]c2)cc(C(=O)OC)c1	0	1	6	-3	-1	1	1	-2	2.0
CC(=O)C1=C(C)N(Cc2ccccc2)C(=O)N[C@H]1c1cccs1	1	1	4	18	-1	0	0	0	-0.2
N/C(=N\OC(=O)c1ccccc1Cl)c1ccccc1	3	2	2	0	5	6	-3	1	-0.9
Fc1cccc(/C=N/n2c(C3CCCCC3)n[nH]c2=S)c1	-1	0	9	-6	-4	-4	-24	-4	2.4
Cn1cnc([N+](=O)[O-])c1Sc1ccc(C(C)(C)C)cc1	9	1	9	7	4	5	-3	0	0.0
O=C(NCc1ccc2c(c1)OCO2)c1ccc2c(=O)n(C3CCCC3)c(=O)[nH]c2c1	1	-24	3	-17	8	6	5	1	1.4
CCN(CC)CCCNC(=O)Cn1cnc2sc(C)c(S(=O)(=O)N3CCC(C)CC3)c2c1=O	-1	2	0	4	2	4	3	0	-0.2
COCCNC(=O)CN1CCN(C(c2ccccc2)c2ccccc2)CC1	5	7	-3	3	5	-6	1	4	-2.1
COCC(C)NC(=O)CSc1ncnc2sc(-c3ccccc3)cc12 (configuration not stated)	4	1	-7	5	-2	-3	-10	2	1.7
COc1cccc(NC(=O)c2cc(-c3ccncc3)nc3c(C)cc(C)cc23)c1	-7	-16	-14	1	1	-1	-2	1	0.7
CCOc1ccc(CNc2ccc(N3CCN(Cc4ccccc4)CC3)cc2)cc1	-12	1	-2	2	4	7	7	3	1.0
CN(C(=S)NC(=O)c1ccccc1Br)C1CCCCC1	-2	-2	-2	-4	7	-1	11	-2	-0.2
COCCNC(=O)CN(Cc1ccco1)C(=O)CCC(=O)Nc1nccs1	1	2	4	-3	8	3	9	-6	-0.4
COc1ccc(-c2nnn(CC(=O)N(Cc3ccco3)C(C(=O)NCC3CCCO3)c3ccco3)n2)cc1 (configuration not stated)	-2	-2	5	-3	7	9	13	0	/
COc1cccc(C2=CC(c3ccc(C)cc3)n3ncnc3N2)c1 (configuration not stated)	2	-2	1	3	55*	57*	60*	-29	3.5
CCc1c(C(=O)NC(C)C2CCCO2)csc1C (configuration not stated)	-1	3	-3	3	0	9	-5	5	0.4
COc1ccc(CNC(=O)CN(Cc2ccccc2)C(=O)c2csnn2)cc1	-9	2	9	4	0	-9	0	-1	0.7
CCCc1cn(S(=O)(=O)c2ccc(OC)cc2OC)nc1N	-1	0	3	2	0	4	0	1	-1.3
COc1cc2c(cc1OC)CC(=O)N(C)CC2	-2	-1	10	-5	3	7	5	0	-2.0
Cc1ccccc1NC(=O)Cc1nc(-c2c[nH]c(C(=O)N3CCCC3)c2)cs1	-2	/	/	-3	-2	2	-1	/	/
O=C(CN1C(=O)NC2NC(=O)NC21)N/N=C/c1ccc(F)cc1 (configuration not stated)	0	-3	15	-4	9	4	10	0	-1.5
COc1ccccc1CC(=O)Nc1ccc2nc(C)sc2c1	-5	1	-3	2	4	5	-5	1	-0.7
CCCC(=O)N(CCN1CCOCC1)c1nc2c(C)ccc(C)c2s1	2	0	1	-1	2	6	-2	-3	0.4
CCOC(=O)N1CCN(c2c(NCCCOC(C)C)c(=O)c2=O)CC1	-2	2	1	2	0	2	3	-2	-1.7
Carrying on.
SMILES	PAD4 inh	Fam108B counter	GSTO1 counter	PME-1 inh	Bcl-xL primary	GLD-1 TGE inh	MCL1 BIM primary	TPT1 inhibitor	MEX-5 binding
Cc1cccc(Oc2cnn(C(C)(C)C)c(=O)c2Cl)c1	6	2	6	0	-2	2	-5	4	1.1
COc1cccc(OC)c1OCCNCCO	0	-1	4	2	3	-4	5	3	-3.8
CCCN1CCC(NC(=S)Nc2ccc(S(N)(=O)=O)cc2)CC1	-1	0	5	4	4	-1	8	-5	0.6
Cc1ccc(NC(=O)COC(=O)C2CC2)cc1Cl	0	/	/	3	3	0	7	/	/
Cc1ccc(Cc2cnc(NC(=O)/C(C#N)=C/c3ccc(-c4ccccc4[N+](=O)[O-])o3)s2)cc1	-2	4	0	7	-1	0	2	1	-1.7
Cc1ccc(C)c(NC(=O)C2CC(O)CN2C(=O)OCc2ccccc2)c1 (configuration not stated)	0	-6	3	-5	8	5	3	0	1.2
Cc1ccc(S(=O)(=O)N2CCN(c3ncnc4sccc34)CC2)cc1	0	-2	1	11	3	3	4	-2	-2.0
COc1ccc(N2C(=O)C3[C@@H](C2=O)C2(Cl)C(Cl)=C(Cl)C3(Cl)C2(OC)OC)cc1 (some centres not stated)	-1	-6	2	-3	1	5	2	0	-5.1
OC1(Cc2ccccc2)CCNCC1	-3	2	1	3	-1	5	-1	1	1.7
COc1ccc(/C=N\NC(=O)CNC(=O)C2COc3ccccc3O2)cc1[N+](=O)[O-] (configuration not stated)	-1	-2	5	0	3	-3	-5	0	-0.9
COc1ccc(S(=O)(=O)N2CCOC2CNC(=O)C(=O)NCCc2ccc(S(N)(=O)=O)cc2)cc1 (configuration not stated)	3	2	0	-2	6	-8	-1	-3	2.3
Cc1cccc(N(CC(=O)NC2CCCCC2)C(=O)CCC(=O)Nc2nccs2)c1	3	-1	3	4	9	-1	0	2	-3.2
CC1(c2ccc3noc(-c4cccc(F)c4)c3c2)OCCO1	-3	0	-1	2	1	-2	5	-2	-0.1
Cc1ccc(C)c(-c2cc(C(=O)NN3CCOCC3)c3ccccc3n2)c1	-1	1	-2	-5	6	3	-3	-2	0.5
CC1CCN(C(=O)Cn2cc(S(=O)(=O)CC(=O)N3CCOCC3)c3ccccc32)CC1	-3	4	3	1	2	-3	2	0	4.5

Arranged by the number under TPT1 inhibitor (rising): some entries from above.
mol | TPT1 inhibitor
COc1ccc(S(=O)(=O)N2CCOC2CNC(=O)C(=O)NCCc2ccc(S(N)(=O)=O)cc2)cc1 (configuration not stated) | -3
CC1CCN(C(=O)Cn2cc(S(=O)(=O)CC(=O)N3CCOCC3)c3ccccc32)CC1 | 0
Cc1cccc(Oc2cnn(C(C)(C)C)c(=O)c2Cl)c1 | 4
